Screening data deposited in PubChem BioAssay by National Center for Advancing Translational Sciences (NCATS).
EPAC2 ag – qHTS for Agonist of cAMP-regulated guanine nucleotide exchange factor 4 (EPAC2): primary screen; Rap guanine nucleotide exchange factor 4 (Homo sapiens), Q8WZA2; EPAC2 activation, biochemical qHTS; response scale: 100% = 6.5 mM cAMP response; Potency, µM (doses to about 154 µM), for the others: at the highest dose activation, hits mostly activators; 0.079% of 360,000 active; note: potency is the fitted concentration of half-maximal effect; nearly all actives have a fitted effect of over 50% in size
Target sequence (Q8WZA2 whole entry, looked up): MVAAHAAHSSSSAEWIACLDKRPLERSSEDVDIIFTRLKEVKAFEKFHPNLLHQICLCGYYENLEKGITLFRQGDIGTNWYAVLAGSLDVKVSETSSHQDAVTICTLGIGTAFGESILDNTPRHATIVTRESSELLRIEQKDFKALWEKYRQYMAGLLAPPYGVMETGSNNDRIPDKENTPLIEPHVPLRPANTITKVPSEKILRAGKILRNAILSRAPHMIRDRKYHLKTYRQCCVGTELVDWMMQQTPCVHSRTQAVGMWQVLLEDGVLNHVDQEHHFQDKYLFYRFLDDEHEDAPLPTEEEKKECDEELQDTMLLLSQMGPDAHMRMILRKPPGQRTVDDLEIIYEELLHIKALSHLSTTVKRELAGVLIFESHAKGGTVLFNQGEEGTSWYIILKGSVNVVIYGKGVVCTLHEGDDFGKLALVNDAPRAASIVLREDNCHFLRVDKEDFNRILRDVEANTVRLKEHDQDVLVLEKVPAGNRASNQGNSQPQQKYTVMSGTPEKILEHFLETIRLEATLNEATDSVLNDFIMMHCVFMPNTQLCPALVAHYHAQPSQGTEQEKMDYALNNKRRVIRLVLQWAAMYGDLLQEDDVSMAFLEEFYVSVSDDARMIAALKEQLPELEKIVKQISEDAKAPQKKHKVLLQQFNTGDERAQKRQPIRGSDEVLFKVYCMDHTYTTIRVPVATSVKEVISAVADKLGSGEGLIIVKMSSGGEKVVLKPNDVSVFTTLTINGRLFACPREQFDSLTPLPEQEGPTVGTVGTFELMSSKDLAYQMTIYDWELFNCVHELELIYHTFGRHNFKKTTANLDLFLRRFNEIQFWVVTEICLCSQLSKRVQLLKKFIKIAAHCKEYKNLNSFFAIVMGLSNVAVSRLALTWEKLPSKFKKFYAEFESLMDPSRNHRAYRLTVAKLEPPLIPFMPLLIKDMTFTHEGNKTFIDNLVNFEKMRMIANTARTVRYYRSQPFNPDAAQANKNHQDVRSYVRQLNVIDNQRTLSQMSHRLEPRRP
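Compounds were added across a concentration range to EPAC2 (100 nM), RAP1B-BODIPY-GDP (250 nM) and GDP (50 uM). After 5 min at room temperature, fluorescence was recorded at 5-min intervals for 30 min.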
HepG2 viability – qHTS for Inhibitors of TGF-b: Cytotox Counterscreen | 0.76% of 410,000 active | HepG2 CAGA-GFP viability, ATP luminescence, 18 h | Potency, µM (titrated, usually from 46.1 µM), inactives show at the highest dose activity change, negative = cytotoxicity, most hits filed as cytotoxic; note: potency is the fitted concentration of half-maximal effect; some results filed as inactive show a strong effect at the top dose
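HepG2 CAGA-GFP cells (1000/well, DMEM with 1% FBS) received compound, then TGF-beta at 500 pg/mL final, and were incubated 18 hours at 37 degrees C. Viability was read by CellTiter-Glo luminescence. Media-only wells were set as complete cell-killing and DMSO as no toxicity.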
IL-2 act – qHTS of IL-2 Activators. IL-2 activation reporter assay, cell-based qHTS; stimulated with anti-CD3/CD4/CD28 beads; in transgenic mouse T cells. activation, % (series mostly up to about 46 µM). 0.065% of 360,000 active; in the data active = activation above about 50%; inconclusive = mostly about 30% to 49%; note: 0% is about no effect
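Quantitative HTS in unstimulated transgenic mouse T cells, with memory T cells as non-tolerant control and PMA/ionomycin as tolerance-bypass control. Compound pretreatment lasted 60 minutes before 18 h bead stimulation; EGFP/DsRed fluorescence read.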
TGFb inhibitor – qHTS for Inhibitors of TGF-b | HepG2 CAGA-GFP TGF-b/SMAD3 reporter, GFP fluorescence, 18 h; TGF-beta stimulated, 500 pg/mL final | Potency, µM (top dose mostly 46.1 µM), for inactives: top-dose activity, negative = inhibition, usual class: inhibitors | 1.2% of 410,000 active | AID 588855, 2011; note: potency is the fitted concentration of half-maximal effect; % is set by controls: 0 for no effect and ±100 for the full control effect; nearly all actives have a fitted effect of over 65% in size
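First, reporter cells (HEPG2 CAGA-GFP) rested 2 h at 37 degrees C. Next, compounds were pinned in and TGF-beta added to 500 pg/mL final. After 18 h, GFP was imaged per cell and summed per well.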
Nrf2 ARE act – qHTS of Nrf2 Activators | AREc32 ARE-luciferase reporter (MCF7-derived line), luminescence, 24 h | Potency, µM (titrated, usually from 46.1 µM), without a hit: at the highest dose activation, most hits filed as activators | 0.31% of 410,000 active | AID 624171, 2012; note: potency is the fitted concentration of half-maximal effect; % of control where 0% means no effect; nearly all actives have a fitted effect of over 65% in size
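AREc32 cells carrying an ARE-driven firefly luciferase, 1000 cells/well in OPTI-MEM with 5% FBS, dosed after overnight attachment and incubated 24 hr at 37 deg C. Steady-Glo luminescence read after 30 min at RT.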
ATXN2 expr inh – Primary qHTS for Inhibitors of ATXN expression | HEK-293 ATXN2-luciferase reporter, luminescence, 24 h | Potency, µM (titrated, usually from 57 µM), for inactives: at the top dose activity change, negative = inhibition, hits mostly inhibitors | 0.72% of 360,000 active; note: potency is the fitted concentration of half-maximal effect; % is set by controls: 0 for no effect and ±100 for the full control effect; nearly all actives have a fitted effect of over 55% in size
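qHTS (up to 57 uM final) was run with 24 h compound exposure of reporter cells at 37 °C. Each well was multiplexed: SteadyGlo luminescence measured ATXN2-luciferase expression after a fluorogenic Gly-Phe-AFC viability readout (25 uM final).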
A549 tox – Nrf2 qHTS screen for inhibitors: counterscreen for cytotoxicity | A549 ARE-Fluc cells, CellTiter-Fluor viability, 18-24 h | Potency, µM (titrated, usually from 46 µM), without a hit: at the top dose activity change, negative = cytotoxicity, actives largely listed as inhibitors | 0.16% of 390,000 active | AID 504648, 2011; note: potency is the fitted concentration of half-maximal effect; % is set by controls: 0 for no effect and ±100 for the full control effect
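A549 ARE-Fluc cells in 5% FBS OPTI-MEM, 5000 cells/well, rested 2 h then exposed to compounds in concentration-response for 18-24 h at 37 °C. Viability by CellTiter-Fluor fluorescence (Ex 405/Em 525) after 30 min; luciferase luminescence (BugLite, 15 min, RT) read afterwards.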
S2 tox – Viability Counterscreen for Primary qHTS for Inhibitors of ATXN expression. AID 651635, 2014. S2 cells (HEK-293 line with an ATXN2-luciferase reporter) viability, CellTiter-Fluor protease fluorescence, 24 h. Potency, µM (titrated, usually from 56.7 µM), most hits filed as cytotoxic. 0.49% of 400,000 active; note: potency is the fitted concentration of half-maximal effect; nearly all actives have a fitted effect of over 40% in size
Nrf2 block – Nrf2 qHTS screen for inhibitors. A549 ARE-Fluc reporter, luciferase luminescence, 18-24 h. Potency, µM (top dose mostly 46 µM), for the others: top-dose activity change, negative = inhibition, usual class: inhibitors. 2.1% of 360,000 active; note: potency is the fitted concentration of half-maximal effect; % is set by controls: 0 for no effect and ±100 for the full control effect; nearly all actives have a fitted effect of over 60% in size
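Nrf2 function is reported as luminescence of an ARE-controlled luciferase in A549 cells. Compounds were tested at several concentrations, and a CellTiter-Fluor read on the same wells flagged cytotoxicity.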
* hit, by the source's call; i = inactive; ? = inconclusive; / = not tested or not shown; & = joins results of further samples; [ ] = another dose, or the depositor's remark. Unless noted, calls come from the whole dose curve; as a rule, active = well fitted curve in the direction sought with a large enough effect; inconclusive = small, poorly fitted or top-dose-only effect, or another doubt; inactive = no such curve, though single readings can be large; an effect the other way counts as inactive or inconclusive. This is a random part of the collection; any-hit rate near 4.3%.

SMILES	EPAC2 ag	HepG2 viability	IL-2 act	TGFb inhibitor	Nrf2 ARE act	ATXN2 expr inh	A549 tox	S2 tox	Nrf2 block
N#Cc1c(-n2ncnc2-c2ccc(Br)cc2)sc2c1CCCCC2	/	-2%	/	-2%	2.6%	36%[activator]	3%	i	?
COC(=O)c1ccc(N2CCN(C)CC2)c(NC(=O)COc2cccc(C)c2)c1	-4%	4%	-0.6	3%	-0.6%	-10%	-3%	i	-4%
COc1ccc(N(CC(=O)N/N=C/c2ccco2)S(=O)(=O)c2ccccc2)cc1Cl	22%	-20%	-4.0	-13%	3.0%	8%	-11%	i	17%
CC(=O)Oc1ccccc1C(=O)Oc1ccccc1C(=O)O	1%	-2%	0.1	0%	-0.2%	22%	1%	i	0%
CCC(O)(C#CCN1CCCCC1)CC	0%	1%	0.4	0%	0.4%	5%	12%	i	-10%
NC1=NC(c2ccc(Cl)cc2)N(c2ccc(S(N)(=O)=O)cc2)C(N)=N1 (stereo not given)	-7%	15%	-0.2	32%[activator]	0.4%	/	-5%	i	2%
O=C(CSc1n[nH]c(-c2ccccc2)n1)N1CCN(c2ccccc2F)CC1	/	-10%	/	-12%	-1.2%	/	12%	/	/
COc1ccc(C)cc1NC(=O)COC(C)=O	19%	-7%	0.9	-12%	0.2%	-6%	/	i	?
COCCn1c(-c2cc(OC)c(OC)c(OC)c2)nc2oc3ccccc3c(=O)c2c1=O	8%	-11%	-1.5	10%	0.1%	47%[activator]	-3%	i	24%
COc1ccc(CNC(=O)CN2CCN(S(=O)(=O)c3ccccc3)CC2)cc1	7%	16%	1.2	29%	0.8%	/	-3%	i	-5%
Cc1ccc(-n2nc3c(c2NC(=O)c2ccc(F)c(F)c2)CS(=O)(=O)C3)cc1	3%	-40%	-5.2	0%	-0.2%	-4%	3%	i	8%
CN(C)CCCN(C(=O)c1ccco1)c1nc2c(F)cccc2s1	9%	-25%	-1.9	-8%	0.6%	-34%	-2%	i	-23%
COc1ccc2c(c1)nc(-c1cccc(Br)c1)c(=O)n2C(c1ccccn1)c1nc2ccccc2[nH]1 (stereo not given)	6%	-4%	0.2	-32%	11%	50%[activator]	/	i	/
CCC1CCc2c(n(C)c3ccccc3c2=O)O1 (stereo not given)	1%	39%	-0.5	-16%	2.0%	12%	-12%	i	-2%
COc1ccc2nc(NC(=O)CCNC(=O)c3ccco3)sc2c1	-1%	2%	-0.2	-14%	6.3%	18%	-3%	i	?
CC(=O)NCc1cn2c(C)csc2n1	12%	-13%	-2.0	-7%	0.3%	6%	4%	i	15%
NC(Cc1ccc(Cl)cc1)c1csc(Nc2ccc(C(=O)c3ccccc3)cc2)n1 (stereo not given)	2%	10µM*	-0.7	11µM*	-3.0%	?	/	/	/
C/C(=N\NC(=O)c1cc(-c2cccc(OC(C)C)c2)nc2ccccc12)c1cccnc1	-8%	-29%	-0.9	1%	0.2%	-20%	7%	i	-9%
CC(=O)Oc1ccc2c(C)cc(=O)[nH]c2c1	10%	3%	-0.4	12%	-0.4%	1%	-4%	i	17%
CN1CCCC2(CCCN(Cc3nc(Cc4cccc(C(F)(F)F)c4)no3)C2)C1 (stereo not given)	1%	-16%	1.7	-16%	5.4%	-17%	1%	i	9%
COc1ccccc1N1CCN(S(=O)(=O)c2ccc3c(c2)NC(=O)C(C)S3)CC1 (stereo not given)	13%	-13%	0.7	?	3.5%	-24%	-21%	i	?
COc1ccc(OCC(N)=O)cc1	1%	2%	0.2	-5%	2.5%	2%	1%	i	7%
COc1ccc(NC(=O)CSc2nnc(NC(=O)NC3CCCCC3)s2)cc1OC	/	-10%	/	-8%	3.9%	79%[activator]	0%	i	/
COc1ccc(CNCC(=O)Nc2cc(C)nn2-c2nc(C)cc(C)n2)cc1OC	14%	7%	-2.5	-6%	-0.2%	14%	-14%	i	-7%
CN(CC(=O)Nc1ccccc1Br)C(=O)CCC1CCCC1	-2%	-16%	-4.0	3%	0.2%	3%	1%	i	3%
CCOCCCN(Cc1ccco1)C(=O)c1cc2c(s1)-c1c(C)cccc1OC2	/	-13%	/	?	4.9%	?	9%	i	?
COc1cccc(-c2cc(C(=O)N3CCOCC3)no2)c1	-2%	1%	-0.3	8%	-0.9%	1%	0%	i	?
CC(C)(C)[C@H](N)C(=O)N[C@H]1CCC2C3CC=C4C[C@@H](O)CC[C@]4(C)C3CC[C@@]21C (stereo not given in full)	15%	-97%	-5.8	14µM*	5.0%	?	?	/	?
O=C(c1cc(-c2cccs2)on1)N1CCN(c2ccc(F)cc2)CC1	23%	0%	-2.3	?	0.7%	-5%	-14%	i	?
COc1ccc(-c2nnc(SCC(=O)Oc3cc(C)ccc3C)o2)cc1	/	-1%	/	-2%	-1.3%	/	7%	/	11%

2 records drawn at random from those above, as already listed:
SMILES	EPAC2 ag	HepG2 viability	IL-2 act	TGFb inhibitor	Nrf2 ARE act	ATXN2 expr inh	A549 tox	S2 tox	Nrf2 block
CN1CCCC2(CCCN(Cc3nc(Cc4cccc(C(F)(F)F)c4)no3)C2)C1 (stereo not given)	1%	-16%	1.7	-16%	5.4%	-17%	1%	i	9%
CC(=O)NCc1cn2c(C)csc2n1	12%	-13%	-2.0	-7%	0.3%	6%	4%	i	15%

Further structures.
SMILES	EPAC2 ag	HepG2 viability	IL-2 act	TGFb inhibitor	Nrf2 ARE act	ATXN2 expr inh	A549 tox	S2 tox	Nrf2 block
COCCn1c(SCC(=O)Nc2nc3ccccc3s2)nnc1-c1ccoc1C	3%	4%	-2.4	-11%	3.0%	28%	-2%	i	3%
CCc1noc(C)c1C(=O)Nc1cc(S(=O)(=O)N2CCCCC2)ccc1N(C)C	0%	2%	-2.5	-2%	-0.3%	6%	1%	i	6%
NS(=O)(=O)c1cccc(NC(=S)NC(=O)C23CC4CC(CC(C4)C2)C3)c1	15%	-40%	0.8	?	2.7%	45%[activator]	1%	i	11%
COc1ccccc1NC(=O)c1sc2ncn(Cc3cccc(C)c3)c(=O)c2c1C	7%	-2%	-1.0	6%	-0.4%	-25%	0%	i	-25%
CCOc1cc(CNCCSc2nnnn2C)ccc1OCc1ccc(Cl)cc1Cl	/	11µM*	/	?	-3.0%	?	?	i	-27%
NCC1OC(n2cnc3c(N)ncnc32)CC1O (stereo not given)	7%	-15%	-0.4	-3%	0.0%	-20%	10%	i	6%
Cc1cc(C(=O)C(=O)Nc2nncs2)c(C)n1-c1ccc(Cl)cc1	/	-12%	/	-30%	0.9%	1%	-4%	i	-4%
O=C(COC(=O)CNC(=O)c1ccccc1F)Nc1nnc(-c2ccccc2)o1	6%	2%	1.7	-16%	-0.4%	6%	2%	i	7%
CCOc1cc(/C=N/NC(=O)c2cc(-c3ccccc3)nc3ccccc23)ccc1O	15%	-6%	-0.3	-3%	3.2%	-2%	0%	i	22%
COc1ccccc1N1CCN(C2CCCN(C(=O)CCc3c(C)noc3C)C2)CC1 (stereo not given)	4%	-16%	-2.2	-14%	0.3%	-12%	2%	i	1%
COc1ccc(S(=O)(=O)n2[nH]c(=O)c(CCO)c2C)cc1	4%	-25%	0.3	-16%	-0.1%	-4%	0%	i	?
CCOCCCn1c(=S)[nH]c2cc(C(=O)N3CCC(C(N)=O)(N4CCCCC4)CC3)ccc2c1=O	10%	0%	-0.5	0%	-0.1%	-25%	16%	i	21%
COCCn1c(=O)[nH]c2cc(C(=O)N3CCN(c4cccc(Cl)c4)CC3)ccc2c1=O	-3%	-11%	-3.6	-29%	2.3%	-10%	-7%	i	?
CN(C1CCCCC1)S(=O)(=O)CCNC(=O)c1ccccc1	2%	2%	-0.2	-6%	-0.7%	1%	-1%	i	5%
Cc1cc(N)c(-n2cc3c(c2-c2ccc(Br)cc2)c(=O)n(C)c(=O)n3C)cc1C	/	3%	/	-5%	0.9%	9%	-6%	?	?
CCN(CC)c1ccc(-c2nnc(SCC(=O)N(CCOC)c3c(N)n(CC(C)C)c(=O)[nH]c3=O)o2)cc1	7%	-47%	1.1	-28%	3.0%	9%	4%	i	6%
Cc1nc(N2CCCC2C(=O)O)c2oc3ccccc3c2n1 (stereo not given)	4%	14%	1.2	-5%	0.4%	-3%	-2%	i	20%
Cc1cccc2c(CCNC(=O)c3ccc([N+](=O)[O-])cc3)c[nH]c12	-1%	-3%	0.6	-11%	0.2%	3%	9%	i	-5%
CN1CCOC(=O)/C1=N/Nc1cc(Cl)ccc1Cl	9%	1%	-1.5	7%	0.2%	-24%	1%	i	-22%
CN(C)S(=O)(=O)c1cccc(NC(=O)c2cccc(NS(=O)(=O)c3ccccc3)c2)c1	14%	-22%	-3.0	?	-0.6%	-21%	?	i	15µM*
O=C(CCc1nnc(CCC2CCCCC2)o1)NCCc1cccnc1	3%	22%	-2.5	6%	2.8%	/	9%	i	5%
CCCCNc1nc2c(c(=O)n(Cc3ccccc3)c(=O)n2C)n1C	3%	-3%&3%	2.2	0%&17%	0.1%&-0.1%	8%	2%&-4%	i	?
CCO[C@H]1OC(C(=O)Nc2ccccc2)=C[C@@H](c2coc3ccccc3c2=O)[C@@H]1CCCO	12%	-2%	1.0	?	4.2%	6%	-12%	i	-14%
COc1cc2ccccc2cc1C(=O)NC(=S)Nc1cccc(C(=O)O)c1	10%	15%	0.7	14%	3.6%	40%[activator]	-12%	i	17%
COc1ccc(CCNC(=O)c2ccc(CNS(=O)(=O)c3cc(C)ccc3C)cc2)cc1OC	5%	-20%	-0.7	-18%	2.0%	-22%	-16%	?	/
